From PubChem
GPR7 antagonist: GPR7 receptor antagonists, primary screen, cell-based, fluorescence, single concentration. inhibition, % at 4.4 µM. GPR7-expressing cells, fluorescence antagonist assay. 1.1% of 290,000 active. AID 1861, 2009; in the data active = inhibition above about 16%, passing the limit was not always enough;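 note: cells stimulated with the agonist NPW; 0% = agonist with vehicle and 100% = vehicle without agonist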
V1aR counter: agonists of human V1a receptor, primary screen, counter-screen for OXTR agonist project, fluorescence, CHO-V1R cells; Vasopressin V1a receptor (Homo sapiens), P37288; Fluo-8 calcium fluorescence, agonist mode; 0% DMSO, 100% 3 nM vasopressin; activation, % at 3 µM; 0.25% of 320,000 active; AID 2797, 2010;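 active = activation above the mean activation of all tested compounds plus 3 SD, per screening run, cut at about 20% in these data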;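 note: signal is peak over basal fluorescence ratio across a 100 second FLIPR read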
Target sequence (P37288 whole entry, looked up): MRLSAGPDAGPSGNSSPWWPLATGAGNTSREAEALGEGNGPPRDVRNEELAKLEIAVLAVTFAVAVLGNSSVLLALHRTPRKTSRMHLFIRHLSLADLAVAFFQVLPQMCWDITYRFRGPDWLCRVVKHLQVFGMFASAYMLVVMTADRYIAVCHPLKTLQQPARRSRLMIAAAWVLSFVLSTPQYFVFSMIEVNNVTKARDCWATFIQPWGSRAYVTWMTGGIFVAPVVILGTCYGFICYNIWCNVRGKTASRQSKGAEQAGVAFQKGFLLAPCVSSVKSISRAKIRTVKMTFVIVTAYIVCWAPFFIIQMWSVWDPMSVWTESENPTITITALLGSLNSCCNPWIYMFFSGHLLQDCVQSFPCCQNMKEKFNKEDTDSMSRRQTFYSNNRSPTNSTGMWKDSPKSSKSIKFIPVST
IMP-1 inh: IMP-1 metallo-beta-lactamase inhibitors, primary screen, biochemical, epi-absorbance readout, Pseudomonas aeruginosa enzyme; AID 1556, 2009; purified IMP-1, nitrocefin hydrolysis, epi-absorbance fluorescence; 0.45% of 290,000 active; inhibition, % at 5.6 µM;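 active = inhibition above the mean plus 3 SD of all compounds in the same screening run, cut at about 4.5% in these data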;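 note: 0% = IMP-1 with DMSO and 100% = DMSO wells lacking enzyme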
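System: Purified IMP-1 | Read-out basis: Percent enzyme inhibition | Controls: IMP-1 with DMSO as 0%, enzyme-free DMSO as 100% | Replicates: One well per compound | Doses: 5.6 µM nominal single concentration | Detection: Epi-absorbance fluorescence, 480 nm excitation, 530 nm emission | Incubation: 25 °C, 15 min preincubation, 25 min reaction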
PHOSPHO1 inh: PubChem AID 1565; 1.1% of 290,000 active; inhibition, % at 13.3 µM; recombinant PHOSPHO1, absorbance phosphatase assay; Phosphoethanolamine/phosphocholine phosphatase (Homo sapiens), Q8TCT1; in the data active = inhibition above about 60%
Target sequence (Q8TCT1 whole entry, looked up): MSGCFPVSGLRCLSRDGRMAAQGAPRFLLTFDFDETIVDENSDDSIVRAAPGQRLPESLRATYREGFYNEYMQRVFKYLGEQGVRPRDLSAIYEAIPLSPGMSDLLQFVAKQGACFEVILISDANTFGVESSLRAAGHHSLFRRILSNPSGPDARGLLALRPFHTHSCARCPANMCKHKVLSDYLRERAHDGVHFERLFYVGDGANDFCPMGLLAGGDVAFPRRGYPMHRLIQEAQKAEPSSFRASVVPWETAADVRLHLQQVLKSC
DNA FID counter: compounds displacing fluorescent DNA intercalator, primary screen, artefact control for HCV NS3 helicase inhibitor project, biochemical, FID fluorescence. AID 1845, 2009. 0.17% of 290,000 active. inhibition, % at 7.9 µM. DNA fluorescent intercalator displacement; in the data active = inhibition above about 37%;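 note: 0% = vehicle and 100% = reference compound; higher means more ethidium bromide displaced from hairpin DNA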
VIM-2 inh: VIM-2 metallo-beta-lactamase inhibitors, primary screen, biochemical, epi-absorbance readout, Pseudomonas aeruginosa enzyme; purified VIM-2, nitrocefin hydrolysis, epi-absorbance fluorescence; inhibition, % at 5.6 µM; 0.89% of 290,000 active;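 active = inhibition above the mean of all tested compounds plus 3 SD, cutoff set per screening run, cut at about 7.5% in these data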;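 note: red hydrolysis product quenches plate fluorescence so inhibitors raise well fluorescence; 0% = enzyme with DMSO and 100% = DMSO without enzyme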
HCV NS3 hel inh: inhibitors of HCV NS3 helicase, primary screen, biochemical, Cy5 molecular beacon fluorescence. Hepatitis C virus NS3 helicase. NS3 helicase DNA unwinding. AID 1800, 2009. inhibition, % at 10.9 µM. 0.56% of 290,000 active;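 active = inhibition above the mean of all tested compounds plus 3 SD, set per campaign, cut at about 35% in these data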;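 note: 0% = DMSO wells and 100% = thioflavine S control wells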
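System: HCV NS3 helicase fragment; control set: DMSO and thioflavine S; technique: Cy5 fluorescence at 0 and 60 min, beacon hairpin quenching; reagent: beacon DNA duplex substrate plus ATP; replicates: singlicate; schedule: 1 h reaction at 25 °C, ATP-initiated; medium: MOPS buffer pH 6.5 with MgCl2, DTT, Tween20, BSA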
OXTR agonist: human OXTR agonists, primary screen, fluorescence, CHO-OTR cells, Fluo-8 calcium; Oxytocin receptor (Homo sapiens), P30559; Fluo-8 calcium fluorescence; normalized: DMSO 0%, oxytocin 100%; activation, % at 3 µM; 0.32% of 320,000 active;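 active = activation above the mean of all tested compounds plus 3 SD, cutoff set per screening run, cut at about 20% in these data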;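 note: peak over basal fluorescence ratio from a 100 s FLIPR kinetic read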
GalR3 antag: GalR3 antagonists in HEK293 cells, primary screen, cell-based, fluorescence readout; HEK293 GalR3-CNG cAMP membrane potential fluorescence; galR3 body fused to GalR1 C-terminus; 0.44% of 360,000 active; inhibition, % at 3 µM; Galanin receptor type 3 (Homo sapiens), O60755;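 active = inhibition above the screen-wide average plus 3 SD, cut at about 13% in these data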;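 note: forskolin and galanin both at EC90 stimulate the cells; cAMP rise reported by CNG channel membrane potential dye signal; 0% = forskolin plus galanin with DMSO and 100% = forskolin alone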
Target sequence (O60755 1-299 limits assumed): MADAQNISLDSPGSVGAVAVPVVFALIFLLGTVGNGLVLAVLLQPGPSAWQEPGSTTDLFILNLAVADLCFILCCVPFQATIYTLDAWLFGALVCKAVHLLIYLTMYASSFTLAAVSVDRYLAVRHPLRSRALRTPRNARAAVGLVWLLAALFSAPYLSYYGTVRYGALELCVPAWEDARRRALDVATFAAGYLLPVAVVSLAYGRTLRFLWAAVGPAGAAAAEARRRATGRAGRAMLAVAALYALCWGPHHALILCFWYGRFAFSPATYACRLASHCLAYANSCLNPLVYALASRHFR
The depositor's hits bear a star; · = not tested or not shown.

SMILES	GPR7 antagonist	V1aR counter	IMP-1 inh	PHOSPHO1 inh	DNA FID counter	VIM-2 inh	HCV NS3 hel inh	OXTR agonist	GalR3 antag
CCN(CC)CCN(C(=O)C1CCCCC1)c1nc2cc3c(cc2s1)OCO3	0	-0.5	-0.8	38	21	1.5	-76	-0.6	-4
CCOc1ccc(NC(=O)CN2C(=O)CCSc3ccc(S(=O)(=O)N4CCCC4)cc32)cc1	-2	-0.7	-0.3	38	-45	-5.8	5	-1.6	2
O=C(OCC(=O)N1CCN(C(=O)c2ccco2)CC1)c1ccccc1	-3	1.2	-2.7	36	-6	-0.7	4	0.0	-4
Cc1ccc2cc(C#N)c(NCCNC(=S)NCCCN3CCOCC3)nc2c1	-6	0.4	-3.3	-3	15	-2.0	-11	-2.2	-5
CC(C)Cc1nnc(NC(=O)CCC(=O)NC2CCCC2)s1	-2	0.7	-2.6	12	-10	-2.2	1	0.3	1
COCCNc1ncnc2c1nc1n2CCCC1	-7	·	-0.3	31	-3	-0.8	7	·	-8
CCCN(CC(=O)Nc1ccccc1C)CC(=O)Nc1ccc(Br)cc1F	7	-0.1	-1.2	26	-25	-0.7	-25	-0.6	-9
CC(C)c1nnc(SCC(=O)N2CCN(C(=O)c3ccco3)CC2)n1N	-1	0.4	-1.9	-4	1	-5.2	-6	1.3	2
CN(C1CCCCC1)S(=O)(=O)c1ccc(NC(=O)Cn2nc(-c3ccc(F)cc3)ccc2=O)cc1	0	-0.9	-0.2	-8	-5	-3.4	-3	-0.8	-5
CCCCN=c1sc(C(=O)OC)cc(=O)n1CCCC	-4	0.5	-2.8	10	-2	-4.0	7	-0.2	-8
COc1ccc2c(c1)Sc1ccccc1N2	-4	·	-8.3	-53	11	0.6	0	·	3
O=C(CCc1ccccc1)N1CCCC(Nc2ccc(F)cc2)C1 (stereo not given)	-6	-1.2	-3.3	-29	-27	-3.3	-6	-0.5	-3
Cn1c(CCNC(=O)c2ccc(F)cc2)nc2ccccc21	-10	-0.5	3.7	-2	1	0.2	-10	-1.3	-2
CSC[C@@H]1NC(=S)N(c2ccc(C)cc2)C1=O	-13	-0.3	-1.5	-13	-13	-4.1	36*	-0.5	-2
COC(=O)c1ccc(CSc2nnnn2C)o1	8	0.9	-0.2	-21	-2	-0.9	9	0.3	2
COc1ccc(NC(=O)CCC(=O)Nc2nnc(CC(C)C)s2)cc1Cl	7	-0.1	-3.4	44	-17	-2.6	-6	0.2	0
Fc1ccc(Nc2nc(-c3ccncc3)nc3ccccc23)cc1	-7	-1.6	-3.9	-2	-2	-2.2	7	-1.9	-2
Cc1cc(-c2nnc3n2N=C(c2ccc(F)cc2)CS3)n[nH]1	2	-0.7	-0.6	39	-11	-1.6	-5	-1.0	1
CC1CCCCN1C(=O)CN1C(=O)CSc2ccc(S(=O)(=O)N3CCOCC3)cc21 (stereo not given)	8	0.6	0.2	41	-18	0.1	3	-0.6	-7
CCOc1cc(S(=O)(=O)NCc2ccc3c(c2)OCO3)c(C)cc1C	-3	2.1	-2.4	4	-8	-0.9	-3	-1.8	-2
Cc1ccc2cc(CCNC(=O)c3ccc(S(=O)(=O)N4CCOCC4)cc3)c(=O)[nH]c2c1	2	0.1	-3.9	43	-37	-1.7	7	-0.1	1
Cc1cc(C)cc(N(CC(=O)NC2CCCC2)C(=O)C2(C)CC(=O)N=C3C=CC=CN32)c1 (stereo not given)	-5	-0.4	-2.0	20	-4	-0.5	-13	1.8	-6
Cc1ccc(-c2csc(NC(=O)c3ccc(C)o3)n2)cc1	-10	-0.1	-0.3	-3	-7	-2.9	0	-2.0	-3
O=c1cc(-c2ccc3c(c2)OCO3)oc2ccccc12	-8	-1.1	-1.3	-3	-6	-3.6	-1	-0.3	-8
CC(=O)OCC1=C(C(=O)O)N2C(=O)C(NC(=O)c3ccc(COc4cccc(Cl)c4Cl)o3)C2SC1 (stereo not given)	-2	-0.4	-0.7	24	-39	-3.4	29	-1.2	-2
COC(=O)c1ccc(C2c3c(oc4ccccc4c3=O)C(=O)N2CCCN2CCOCC2)cc1 (stereo not given)	-10	1.2	-4.0	-9	-6	-4.3	7	1.1	2
Cn1c(=O)c2sccc2n2c(CCCC(=O)NCc3cccnc3)nnc12	-3	-0.1	-2.7	32	-5	11*	-1	-0.2	-6
O=C(Nc1ccccc1-c1ccccc1)C12CC3CC(CC(C3)C1)C2	-5	-0.3	-3.9	27	-6	-4.9	-1	-1.9	-1
CCOC(=O)CSc1ncnc2c1cnn2-c1ccc(Cl)cc1	7	1.1	2.6	-5	3	-1.8	5	0.6	2
Cc1cccc(/C=N/NC(=O)c2ccc(NC(=O)c3ccccc3Cl)cc2)n1	-3	0.0	-2.6	31	-5	-2.1	3	0.7	-5
CCc1ccc(S(=O)(=O)/N=C2\C=C(Nc3cccc(C(=O)O)c3)C(=O)c3ccccc32)cc1	-16	0.8	-6.9	46	11	-3.1	-5	-0.9	-10
COc1ccc(/C(N)=N/OC(=O)CCc2ccccc2)cc1OC	-8	-0.2	-2.3	27	-19	-0.5	-8	-2.4	-5
Cc1c(Cc2ccc3c(c2)OCO3)sc(NC(=O)c2ccc3ccccc3c2)c1C(N)=O	0	0.1	0.7	11	-1	-1.8	-1	0.9	·
COc1ccc(COC(=O)C2CC(=O)N(Cc3ccc(C)cc3)C2)cc1 (stereo not given)	3	-0.3	0.6	24	-32	-2.9	0	-1.0	·
O=C(N/N=C/c1cccc(OC(=O)c2ccc([N+](=O)[O-])cc2)c1)c1cccnc1	-7	0.8	-3.8	46	-1	-4.6	5	0.0	-8
Cc1[nH]n(-c2ncc(-c3ccccc3)s2)c(=O)c1C(c1ccc(Cl)cc1)C(C#N)C#N (stereo not given)	-5	-0.5	-6.7	-37	-15	-4.0	9	0.6	3
Cc1ccc2[nH]c(=O)c3cc(C(=O)NCCN4CCN(C)CC4)sc3c2c1	6	1.0	-0.4	2	22	12*	0	0.5	-1
COCCNC(=O)/C(C#N)=C/c1cc(C)n(-c2ccc(C)cc2)c1C	2	-0.5	-1.9	40	-25	-2.8	-2	-0.8	-7
COC/C=C/C1=CC2=CC(=O)C(C)(OC(=O)c3cnc4ccccc4n3)C(=O)C2=CN1CCCOC(C)C (stereo not given)	·	0.5	·	26	·	·	·	0.2	1
COc1cccc(N2CCN(C(=O)C3CCN(S(=O)(=O)c4ccc5c(c4)CC(C)N5C(C)=O)CC3)CC2)c1 (stereo not given)	-12	9.7	-1.0	53	-55	-1.8	-18	6.3	3
Cc1ccc[n+](CC(=O)Nc2ccc(Cl)c([N+](=O)[O-])c2)c1	23	-0.5	-1.1	19	25	8.9*	2	-0.7	-5
CC(C)(C)NC(=O)N1CCC(CO)(Cc2ccccc2Cl)CC1	-3	0.1	-2.8	15	-7	-2.8	-8	0.7	-2
Cc1ccccc1NC(=O)C1CCN(C(=O)N2CCOc3ccccc32)CC1	-1	0.5	-3.4	15	-30	-4.0	4	-0.7	·
O=C(COC(=O)c1ccc(N2CCCC2=O)cc1)NCc1ccco1	-1	0.5	-1.6	-21	-1	-1.8	5	1.3	-5
N/C(=N\OC(=O)C(c1ccccc1)c1ccccc1)c1ccccn1	-10	4.8	-4.4	-14	-25	-4.4	-8	-2.8	-6
CCOc1ccc(Cn2nnc(C(=O)NCCc3ccccc3)c2N)cc1	-3	6.7	-4.6	-11	-20	-1.7	-8	4.2	0
CCOC(=O)c1c(S(=O)(=O)Nc2cccc(-c3ccno3)c2)c(C)n(C)c1C	-9	0.4	3.6	55	-39	1.1	-5	-1.5	-10
Cc1ccc(C(=O)C2CCN(C(=S)NCC3CCCO3)CC2)cc1 (stereo not given)	-7	7.7	-2.8	48	-19	-2.4	3	6.2	-6
COc1ccc(CCNC(=O)CSc2nc(O)cc(=O)[nH]2)cc1OC	-15	-0.3	-2.3	38	-42	-2.5	4	0.8	-6
Cc1cc(C(=O)COC(=O)CC2Sc3ccccc3NC2=O)c(C)n1-c1ccc2c(c1)OCO2 (stereo not given)	-6	-0.1	-1.9	-10	-23	-3.5	-5	-0.4	-5
CC(C)(C)n1ncc2c(=O)n(Cc3c(F)cccc3Cl)cnc21	-4	1.0	-3.2	38	-14	-2.4	-1	-1.4	-3
O=C(NCC(c1ccc(F)cc1)N1CCOCC1)c1cccc(Br)c1 (stereo not given)	-1	0.3	-1.6	20	-11	-2.2	-4	-2.1	-2
COC(=O)COc1ccc(/C=C2/SC(=O)N(CC(=O)N3CCCC3)C2=O)cc1Br	-10	1.7	-3.3	19	-10	-3.8	-2	3.6	0
CCOc1ccc(-c2nnc(Nc3ccc(OC)c(C(=O)N4CCCCC4)c3)c3ccccc23)cc1	-8	1.0	-1.1	4	-18	-0.7	-3	-2.0	-4
Cc1ccc(C)c(S(=O)(=O)Nc2ccc3[nH]c(=O)[nH]c3c2)c1	0	0.4	-5.4	14	-9	-4.9	3	0.5	-11
Cc1c(NC(=O)c2cc(=O)[nH]c(=O)[nH]2)c(=O)n(-c2ccccc2)n1C	-9	0.0	-2.8	2	-3	-1.3	-3	0.1	-2
CCCCn1c2ccccc2c2nnc(SCCN3CCCCC3)nc21	0	·	-3.2	18	-3	13*	0	·	-7
CCc1ccc(Nc2n[n+](-c3ccccc3)c(-c3ccc(OCc4ccccc4)cc3)s2)cc1	68*	-1.1	-2.0	-24	7	-2.9	-117	-2.1	-2
COc1ccc(OCC(=O)Nc2cccc(-c3nc4ccccc4o3)c2)cc1	-8	0.1	-2.8	-37	-6	1.1	4	-0.9	2
